Screening results as filed in PubChem BioAssay.
D3 antag: blocks the human D3 dopamine receptor; P35462; D3R cells, DiscoveRx beta-arrestin luminescence, antagonist mode; hits give low values; max response, negative = inhibition, %; hit rate 2.5% among 360,000; in the data active = max response below about -50%; inconclusive = no clear call, values can overlap the other calls; also: % is scaled to controls: 0 for no effect and ±100 for the full control effect; mostly tested at two doses, the higher about 12 µM
Target sequence (P35462 whole entry, looked up): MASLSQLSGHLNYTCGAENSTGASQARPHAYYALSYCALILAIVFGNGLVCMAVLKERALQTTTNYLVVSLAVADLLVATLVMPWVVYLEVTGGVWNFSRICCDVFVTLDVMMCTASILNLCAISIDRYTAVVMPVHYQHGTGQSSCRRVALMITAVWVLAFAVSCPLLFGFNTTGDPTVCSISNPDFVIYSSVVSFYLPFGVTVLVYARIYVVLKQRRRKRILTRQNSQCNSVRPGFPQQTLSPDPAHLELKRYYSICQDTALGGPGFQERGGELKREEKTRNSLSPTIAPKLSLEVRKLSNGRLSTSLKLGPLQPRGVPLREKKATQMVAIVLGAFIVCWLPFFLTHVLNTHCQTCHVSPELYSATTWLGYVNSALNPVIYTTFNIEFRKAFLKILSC
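Cells expressing the human receptor were seeded at 1500 cells/well, incubated overnight at 37 degrees C in 5% CO2, then exposed to library compounds with dopamine controls for 90 minutes at 37 degrees C before luminescent detection.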
DRD3 agonist: D3 dopamine receptor (human) agonism. max activation, %. D3R DiscoveRx beta-arrestin cells, luminescence, 90 min. hit rate 0.58% among 410,000. P35462; in the data active = max activation above about 30%; also: 0% is about no effect; mostly tested at two doses, the higher about 12 µM
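Cells at 1500/well, incubated overnight, then treated with pinned compounds (dopamine as control) for 90 min at 37 degrees C. DiscoveRx reagent added for 30 - 60 minutes at room temperature; luminescence read.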
IL1B secr inh: inflammasome signaling inhibition, IL-1 beta readout. AID 743279. hit rate 4.7% among 360,000. activity change, % at 57.5 µM. THP-1 LPS/ATP IL-1B secretion, AlphaLISA, 16 h; hits give low values; in the data active = activity change below about -50%; inconclusive = mostly about -30% to -49%; also: % is scaled to controls: 0 for no effect and ±100 for the full control effect
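THP-1 cells pretreated 1 hr with compounds (up to 57.5 uM final), then stimulated with LPS (250 ng/mL final) plus ATP (1.25 mM final); secreted IL-1B measured by AlphaLISA after 16 hr, decreased signal indicating inhibition.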
KB-V1 MDR tox: kills drug-selected multidrug resistant KB-V1 cells; KB-V1 MDR cells viability, CellTiter-Glo, 72 h; Potency, µM (top dose mostly 46.1 µM), inactives show at the top dose activity change, negative = cytotoxicity, hits mostly cytotoxic; hit rate 3.4% among 400,000; AID 1347076; also: potency is read from the fitted curve at half-maximal effect; % is scaled to controls: 0 for no effect and ±100 for the full control effect; nearly all actives have a fitted effect of over 60% in size
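KB-V1 cells (P-gp-expressing MDR subline of KB-3-1) in phenol-red-free DMEM with 10% FBS were exposed to library compounds over a concentration series for 72 h at 37 degrees C. Viability read by CellTiter-Glo luminescence; concentration-effect curves fitted after normalization.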
HT1080-NT tox: kills 2HG-producing HT-1080-NT fibrosarcoma cells. HT-1080-NT fibrosarcoma viability, CellTiter-Glo ATP luminescence, 48 h. Potency, µM (titrated, usually from 46.1 µM), for the others: at the highest dose activity, negative = less viability, actives largely listed as cytotoxic. hit rate 1.6% among 360,000. AID 686970;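 also: NT is the 2HG producing partner of a matched IDH1 knockdown line; potency is read from the fitted curve at half-maximal effect; 0% = DMSO-treated cells and -100% = media-only wells without cells; nearly all actives have a fitted effect of over 55% in size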
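A 48-hour cytotoxicity screen used HT-1080-NT cells plated 2 hours before compound delivery. ATP-based CellTiter-Glo luminescence measured viability, normalized to DMSO and no-cell controls.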
KB-3-1 tox: KB-3-1 parental cell cytotoxicity | KB-3-1 viability, CellTiter-Glo ATP luminescence, 72 h | Potency, µM (doses to about 46.1 µM), for the others: at the highest dose activity change, negative = cytotoxic, actives largely listed as cytotoxic | hit rate 1.4% among 400,000 | AID 1347075; also: potency is read from the fitted curve at half-maximal effect; % is scaled to controls: 0 for no effect and ±100 for the full control effect; nearly all actives have a fitted effect of over 60% in size
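Here the drug-naive KB-3-1 line serves as comparator for MDR sub-line selectivity; cells received compound titrations, 72 h at 37 °C, then CellTiter-Glo readout.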
HT1080 IDH1KD tx: toxicity to HT-1080 IDH1 knockdown cells (counter line). hit rate 2% among 360,000. HT-1080 IDH1 knockdown viability, ATP luminescence, 48 h. Potency, µM (highest dose often 46.1 µM), for inactives: at the top dose activity, negative = toxicity, actives largely listed as cytotoxic;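 also: potency is read from the fitted curve at half-maximal effect; 0% = DMSO wells and -100% = cell-free medium wells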
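% activity derives from luminescence (CellTiter-Glo), normalised to DMSO and no-cell wells. HT-1080-IDH1KD cells, 750/well, had 48 h compound exposure at 37 °C.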
GLP1R ag: agonists of human GLP-1 receptor; Potency, µM (titrated, usually from 45.6 µM), for inactives: at the highest dose activation, usual class: activators; hit rate 0.007% among 380,000; HEK293 GLP-1R CRE-luciferase, luminescence, 4-6 h; cells express a hypersensitive GLP-1R form; also: potency is read from the fitted curve at half-maximal effect; % of control where 0% means no effect
Target sequence (P43220 whole entry, looked up): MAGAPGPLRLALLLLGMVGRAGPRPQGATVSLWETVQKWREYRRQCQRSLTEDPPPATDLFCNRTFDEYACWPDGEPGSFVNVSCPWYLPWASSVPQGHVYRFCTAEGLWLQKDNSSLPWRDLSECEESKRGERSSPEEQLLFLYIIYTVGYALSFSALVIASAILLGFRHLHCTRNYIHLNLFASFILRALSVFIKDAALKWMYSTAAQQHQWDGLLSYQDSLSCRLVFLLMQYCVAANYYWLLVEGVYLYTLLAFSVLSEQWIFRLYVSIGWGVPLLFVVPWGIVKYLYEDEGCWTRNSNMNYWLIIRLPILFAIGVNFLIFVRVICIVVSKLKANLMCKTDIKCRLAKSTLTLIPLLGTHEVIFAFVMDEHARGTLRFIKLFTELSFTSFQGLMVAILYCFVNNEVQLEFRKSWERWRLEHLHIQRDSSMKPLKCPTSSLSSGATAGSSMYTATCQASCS
SW480 rerep: induces DNA re-replication in SW480 colon adenocarcinoma cells; SW480 DNA re-replication, Hoechst DNA content imaging, 48 h; Potency, µM (top dose mostly 46.1 µM), for the others: top-dose re-replication activation, most hits filed as activators; hit rate 1.8% among 340,000; AID 624297; also: potency is read from the fitted curve at half-maximal effect; % of control where 0% means no effect; nearly all actives have a fitted effect of over 55% in size
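Per well, 250 cells were exposed to pinned compound for 48 hr. Nuclear DNA was visualised with Hoechst (40 min, 37 C) and total object intensity recorded by fluorescence scanning.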
The depositor's hits bear a star; ? = inconclusive; nt = not tested or not shown; & = joins results of further samples; [ ] = dose if it differs, or a comment. Unless noted, calls follow the shape of the dose curve; as a rule, active = well fitted curve in the direction sought with a large enough effect; inconclusive = small, poorly fitted or top-dose-only effect, or another doubt; inactive = no such curve, though single readings can be large; an effect the other way counts as inactive or inconclusive.

SMILES	D3 antag	DRD3 agonist	IL1B secr inh	KB-V1 MDR tox	HT1080-NT tox	KB-3-1 tox	HT1080 IDH1KD tx	GLP1R ag	SW480 rerep
COC(=O)c1cc(S(=O)(=O)Nc2cccc(-c3ccno3)c2)c[nH]1	0	3	26	-21%	2%	-15%	-5%	4%	nt
O=C(CCCC(=O)N(CC(=O)NC1CCCCC1)CC1CCCO1)Nc1ccccn1 (configuration not stated)	-22	2	4	0%	-5%	-3%	-2%	4%	-4%
Cc1ccc(S(=O)(=O)NNC(=O)C2COc3ccccc3O2)cc1 (configuration not stated)	15	3	13	11%	22%	25%	21%	-3%	-7%
O=C(O)CCN1C(=O)/C(=C\c2cccc(Oc3ccccc3)c2)SC1=S	-3	4	16	8%	-6%	20%	-29%	-1%	-2%
CCOC(=O)[C@H]1[C@H]2COc3ccc(C)cc3[C@@H]2N2C(=O)CN(Cc3ccccc3)C(=O)[C@@]12C	-21	-24	?	-12%	9%	-11%	8%	5%	-4%
Cc1cc(NC(=S)Nc2ccccc2)ccc1Br	11	-1	5	-16%	?	2%	?	-2%	?
CN(Cc1cnn(-c2ccccc2)c1)C(=O)C1CCC(=O)N(C2CC2)C1 (configuration not stated)	10	2	-1	nt	8%	nt	11%	-12%	-2%
CN(C)C(CNC(=O)C1CCN(S(=O)(=O)c2cccc(C(F)(F)F)c2)CC1)c1ccccc1 (configuration not stated)	12	5	-4	?	-18%	-10%	-12%	17%	6%
CCCCOc1ccc(-c2cc(C(F)(F)F)c(C#N)c(SCC(=O)O)n2)cc1	-14	0	9	12%	0%	-3%	0%	8%	-59%[inhibitor]
O=C(O)CNC(=S)N(Cc1ccc(F)cc1)C1CCCCC1	?	-15	22	-3%	1%	-1%	2%	0%	4%
CCS(=O)(=O)c1ccc(-c2csc(-c3ccccc3Cl)n2)c(Cl)c1Cl	49	6	-25	-12%	17%	-2%	10%	-3%	-5%
CC(=O)c1cccc(NC(=S)NNC(=O)c2ccco2)c1	0	-2	8	1%	-3%	-1%	0%	-6%	-2%
Cn1c(N)c(Sc2ccc(F)cc2)c(=O)n(C)c1=O	2	2	12	5%	9%	-5%	1%	12%	-3%
C=C1CCN([C@@H](C)C(=O)OCc2ccc(C)cc2)S(=O)(=O)c2ccccc21	?	4	28	1%	1%	9%	-2%	10%	?
O=C1CN(C(=O)CSc2nncs2)c2ccccc2N1	10	15	11	26%	7%	9%	15%	4%	3%
COc1ccc(N(CC(=O)N/N=C/c2cc(OC)ccc2OC)S(=O)(=O)c2ccccc2)cc1	11	4	-1	-7%	0%	2%	3%	15%	?
O=C(NC1CCN(S(=O)(=O)c2ccc(F)cc2)CC1)c1ccco1	-10	-11	-15	6%	3%	-1%	13%	2%	-4%
CCn1c(=O)c(C(=O)Nc2ccccc2C)c(O)c2ccccc21	15	17	16	0%	4%	2%	-29%	0%	-9%
COc1ccc(C(c2sc3ncnn3c2O)N2CC(C)OC(C)C2)cc1OC (configuration not stated)	-3	-3	-12	2%	-7%	?	-1%	19%	?
COc1ccc(NC(=O)CN(C2CCCCC2)S(C)(=O)=O)cc1OC	8	0	18	-6%	18%	6%	17%	-3%	4%
CCn1ccnc1CN(C)C(=O)C1CCC(=O)N(Cc2cccc(C(F)(F)F)c2)C1 (configuration not stated)	9	-1	3	nt	0%	nt	-6%	-4%	-1%
CC(CN1CCOCC1)OC(=O)C1COc2ccccc2O1 (configuration not stated)	11	1	0	-1%	1%	-7%	9%	-1%	3%
CC1Cc2ccccc2N1C(=O)CSc1nnc(N)s1 (configuration not stated)	-9	-6	3	19%	27%	20%	24%	3%	-1%
Cc1ccc(NC(=O)CCC(=O)c2cccs2)cc1	4	-6	5	24%	-2%	-1%	-1%	5%	8%
Cc1cccc(OCCSc2nc3ncnc(N)c3[nH]2)c1	3	-5	5	-1%	0%	14%	-11%	13%	12%
Cc1ccc(C2(c3noc(CN(C)Cc4ccccn4)n3)CCCC2)cc1	9	14	-1	-25%	-2%	-11%	-9%	5%	-64%[inhibitor]
CCc1c(N)nc(N)nc1Nc1ccc(C)c(C)c1	4	10	-8	-4%	-15%	-20%	-23%	6%	1%
Nc1ccc2oc(-c3ccccc3Cl)nc2c1	3	4	-10	-9%	-1%	?	-8%	-1%	1%
CN(Cc1nc2ccccc2c(=O)[nH]1)C(=O)COc1ccccc1Cc1ccccc1	7	-2	17	0%	-25%	2%	?	-2%	4%
COC(=O)CN1C(=O)COc2ccc(S(=O)(=O)NCc3ccccc3)cc21	-2	4	8	-1%	3%	0%	11%	3%	-12%

The list goes on, overlapping the part above by 3 compounds.
SMILES	D3 antag	DRD3 agonist	IL1B secr inh	KB-V1 MDR tox	HT1080-NT tox	KB-3-1 tox	HT1080 IDH1KD tx	GLP1R ag	SW480 rerep
Nc1ccc2oc(-c3ccccc3Cl)nc2c1	3	4	-10	-9%	-1%	?	-8%	-1%	1%
CN(Cc1nc2ccccc2c(=O)[nH]1)C(=O)COc1ccccc1Cc1ccccc1	7	-2	17	0%	-25%	2%	?	-2%	4%
COC(=O)CN1C(=O)COc2ccc(S(=O)(=O)NCc3ccccc3)cc21	-2	4	8	-1%	3%	0%	11%	3%	-12%
COC(=O)c1cc(Cl)c(NC(=O)/C=C/c2ccc(Cl)cc2Cl)cc1OC	17	0&1	2	8%	-3%	1%	4%	-13%	1%
COc1cc2c(C(=O)NCCN(C)C)cn(CC(C)C)c(=O)c2cc1OC	10	2	32	15%	7%	1%	?	0%	-4%
CCC(=O)Nc1c(C#N)c2nc3ccccc3nc2n1C1CCCCC1	13	4	20	0%	0%	8%	4%	2%	?
CC1CCc2cc(F)ccc2N1S(=O)(=O)c1ccc(F)cc1 (configuration not stated)	-8	-5	-9	0%	0%	13%	2%	1%	-1%
Cc1ccc(NC(=O)COc2ccc3c(c2)OCO3)c(Cl)c1	21	3	?	?	10%	1%	8%	6%	-8%
Cc1ccc[n+](-c2nc3ccccc3nc2C(=C=[N-])C#N)c1	6&-24	12&-3	-17&16	21%&1%	6%&9%	5%&-1%	3%&1%	6%&-11%	-7%&-3%
C=CCSc1nc(C)cc(/C=C\c2ccccc2)c1C#N	33	5	-5	?	3%	3%	5%	-12%	-4%
CC(C)N(Cc1cnn(C)c1)C(=O)c1ccc(OC2CCN(Cc3ccccn3)CC2)cc1	19	-2	5	-3%	7%	-12%	19%	-3%	?
CCCC(=O)OCC(=O)Nc1cc([N+](=O)[O-])ccc1OC	-18	-12	-19	-12%	-4%	-7%	-2%	11%	0%
Cc1ccc(N(CC(=O)N2CCN(c3ccc(F)cc3)CC2)S(=O)(=O)c2c(C)nn(C)c2C)cc1	23	2	-25	6%	-3%	1%	8%	2%	-8%
NS(=O)(=O)c1cccc(NC(=O)Nc2ccc(Cl)cc2)c1	0	8	?	15%	1%	-5%	-7%	0%	4%
O=C(COc1ccc(Cl)cc1)Nc1nnc(C2=COCCO2)o1	-29	-12	5	-14%	5%	-5%	16%	0%	?
CCC1=C(OC(=O)N(CC)CC)N2C(=O)OC(=NCC3CC3)[C@]2(Cc2ccccc2)[C@H]2C1=CC[C@H]1C(=O)NC(=O)[C@H]12	7	-18	-1	-24%	0%	-2%	1%	5%	16%
CN1/C(=C\C(=O)C[n+]2ccc(C(=O)c3ccccc3)cc2)C(C)(C)c2ccccc21	0	-4	-19	?	-28%	0%	?	-1%	1%
CC(O)c1cccc(NC2=CC(=O)CC(C)(C)C2)c1 (configuration not stated)	-12	0	-2	10%	0%[9.24 µM]	-22%	-12%	0%	2%
CCN(CC)c1ccc(/C=N/NC(=O)c2cccc(N3CCCC3=O)c2)cc1	-11	-3	-12	-10%	-27%	-4%	-23%	20%	?
NC(=O)C1=C[C@@H](c2coc3ccccc3c2=O)C[C@@H](OCc2ccc(CO)cc2)O1	3	14	-7	0%	0%	9%	5%	0%	-1%
O=C(/C=C/c1cccc([N+](=O)[O-])c1)c1ccco1	?	-13	-7	-20%	-19%	0%	0%	-5%	?
Cc1cc2c3c(c1C)C(=O)C(=O)N3C(C)(C)CC2C (configuration not stated)	22	2	34	-21%	-3%	-10%	4%	2%	5%
CCC(Oc1ccccc1)C(=O)Nc1ccc(-c2nnc(-c3ccco3)o2)cc1 (configuration not stated)	26	0	-1	?	-14%	8%	-2%	1%	1%
Nc1ccc(C(=O)N2CCCC2)cc1	16	-5	24	5%	8%	-4%	12%	-4%	-3%
Cc1ccc(C)c(/C(O)=C2\C(=O)C(=O)N(CCCn3ccnc3)C2c2cccnc2)c1 (configuration not stated)	?	-7	35	-14%	2%	-1%	-2%	1%	3%[9.22 µM]
CN(CC(=O)NCCN1CCOCC1)S(=O)(=O)c1ccc(Cl)cc1	-7	-39	-3	nt	0%	nt	0%	10%	-1%
CCOc1ccc(-c2ncncc2-c2ccc(OC)c(OC)c2)c(O)c1	15	1	-21	5%	1%	18%	-1%	18%	7%
COc1ccc(C(=O)NCC(=O)OCC(=O)N2CCN(S(=O)(=O)c3ccccc3)CC2)cc1	-20	1	21	?	2%	1%	5%	-2%	-2%
CC(C)C[C@H](NC(=O)OC(C)(C)C)c1n[nH]c(=S)n1N	-23	-1	4	10%	5%	16%	0%	-1%	-2%
O=C(O)C(NC(=O)c1ccccc1)=C(Cl)Cl	13	5	-12	8%	10%	10%	24%	-7%	-19%
O=C(CCC(=O)Nc1ccccc1)N/N=C/c1cccnc1	0	-4	4	14%	3%	-2%	1%	-4%	-9%
CCN1C(=O)/C(=C2\C=Cc3ccccc3N2CC)OC1=S	10	1	-26	?	28%	-2%	15%	3%	-1%
O=C(N/N=C/c1ccco1)c1ccc2nc[nH]c2c1	3	6	-14	13%	-20%	7%	7%	7%	-142%[inhibitor]
